TDP-43 yeast inh: qHTS of TDP-43 Inhibitors | AID 652104, 2013 | Potency, µM (titrated, usually from 46.1 µM), inactives show at the top dose growth rescue (activation), usual class: activators | TDP-43 expressing yeast growth rescue, BacTiter-Glo, 24 h | actives 1.8% (n = 410,000); further: % of control where 0% means no effect; nearly all actives have a fitted effect of over 50% in size
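Luminescence from BacTiter-Glo reports growth of TDP-43-expressing yeast after 24 hr at 30 deg C with compound. Cells were raffinose-pregrown to mid-log, then seeded in galactose medium at OD600=0.02.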
GLP1R cytotox: qHTS of GLP-1 Receptor Inverse Agonists: Cytotox Screen; actives 0.13% (n = 410,000); Potency, µM (doses to about 38.3 µM), without a hit: top-dose activity change, negative = inhibition, most hits filed as inhibitors; HEK293 cAMP-luciferase reporter cells, luminescence, 24 h; AID 624418, 2012;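 further: loss of luciferase light is scored as toxicity; on the % scale 0 is the no-effect control and ±100 the full control effect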
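Compound-treated cells are incubated 24 hr at 37 deg C under 5% CO2 after a 12 hour attachment period, then luciferase detection reagent is added and luminescence is measured following 12 min at room temperature; lowered signal indicates toxicity.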
GLP1R inv ag: qHTS of GLP-1 Receptor Inverse Agonists (Inhibition Mode); HEK293 GLP-1R CRE-luciferase, luminescence, 24 h; GLP-1R form is constitutively active; actives 1.6% (n = 410,000); Potency, µM (titrated, usually from 38.3 µM), inactives show top-dose activity change, negative = inhibition, actives largely listed as inhibitors; AID 624417, 2012; further: on the % scale 0 is the no-effect control and ±100 the full control effect; nearly all actives have a fitted effect of over 55% in size
Target sequence (P43220 whole entry, looked up): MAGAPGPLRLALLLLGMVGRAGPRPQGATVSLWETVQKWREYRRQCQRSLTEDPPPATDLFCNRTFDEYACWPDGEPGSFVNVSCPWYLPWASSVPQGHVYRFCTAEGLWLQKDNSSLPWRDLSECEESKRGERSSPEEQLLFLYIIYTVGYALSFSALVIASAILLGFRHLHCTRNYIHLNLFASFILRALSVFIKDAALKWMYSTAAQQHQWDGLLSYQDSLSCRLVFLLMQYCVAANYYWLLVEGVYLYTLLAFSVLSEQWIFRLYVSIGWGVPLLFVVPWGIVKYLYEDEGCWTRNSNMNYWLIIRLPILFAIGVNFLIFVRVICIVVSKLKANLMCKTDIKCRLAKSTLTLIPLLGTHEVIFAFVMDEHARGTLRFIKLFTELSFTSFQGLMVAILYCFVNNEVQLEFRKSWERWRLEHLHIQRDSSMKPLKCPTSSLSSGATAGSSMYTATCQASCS
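Inverse agonism was detected as reduced cAMP-driven luciferase luminescence after 24 h compound treatment. The cells were HEK293 clones expressing constitutively active human GLP-1R with the reporter. Reporter-only and GPR119 cell lines served as counterscreen controls.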
KB-3-1 tox: qHTS assay for MDR1-selective chemotherapeutics: Primary screen using the parental adenocarcinoma cell KB-3-1 | Potency, µM (highest dose often 46.1 µM), inactives show at the top dose activity change, negative = cytotoxic, hits mostly cytotoxic | AID 1347075, 2019 | actives 1.4% (n = 400,000) | KB-3-1 viability, CellTiter-Glo ATP luminescence, 72 h; further: on the % scale 0 is the no-effect control and ±100 the full control effect; nearly all actives have a fitted effect of over 60% in size
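Cytotoxicity measured as CellTiter-Glo luminescence after 72 h at 37 C. Compound titrations were pinned onto drug-naive KB-3-1 parental adenocarcinoma cells grown in DMEM with 10% FBS, and normalized data fitted to concentration-response curves.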
HT1080 IDH1KD tx: qHTS for induction of synthetic lethality in tumor cells producing 2HG: qHTS for the HT-1080-IDH1KD cell line. HT-1080 IDH1 knockdown viability, ATP luminescence, 48 h. Potency, µM (top dose mostly 46.1 µM), without a hit: at the highest dose activity, negative = toxicity, actives largely listed as cytotoxic. actives 2% (n = 360,000);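 further: 0% = DMSO wells and -100% = cell-free medium wells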
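Luminescent ATP read-out (CellTiter-Glo, 10 min at room temperature) after 48 h compound exposure at 37 °C gave viability of IDH1-knockdown HT-1080 cells. Activity was normalised to DMSO and cell-free wells, then fitted as concentration-response curves.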
HT1080NT lethal: qHTS for induction of synthetic lethality in tumor cells producing 2HG: qHTS for the HT-1080-NT fibrosarcoma cell line; Potency, µM (series often up to 46.1 µM), without a hit: top-dose activity, negative = less viability, usual class: cytotoxic; actives 1.6% (n = 360,000); HT-1080-NT fibrosarcoma viability, CellTiter-Glo ATP luminescence, 48 h;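 further: NT is the 2HG producing partner of a matched IDH1 knockdown line; 0% = DMSO-treated cells and -100% = media-only wells without cells; nearly all actives have a fitted effect of over 55% in size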
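A 48-hour cytotoxicity screen used HT-1080-NT cells plated 2 hours before compound delivery. ATP-based CellTiter-Glo luminescence measured viability, normalized to DMSO and no-cell controls.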
SW480 rereplic: A quantitative high throughput screen for small molecules that induce DNA re-replication in SW480 colon adenocarcinoma cells; SW480 DNA re-replication, Hoechst DNA content imaging, 48 h; Potency, µM (titrated, usually from 46.1 µM), inactives show top-dose re-replication activation, hits mostly activators; actives 1.8% (n = 340,000); AID 624297, 2012; further: % of control where 0% means no effect; nearly all actives have a fitted effect of over 55% in size
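First, 250 cells per well were seeded. Next, compound or vehicle (23 nL) was pinned in, plates sat 48 hr at 37 C. Finally Hoechst was added for 40 min before fluorescence scanning.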
KB-V1 cytotox: qHTS assay for MDR1-selective chemotherapeutics: Primary screen using the drug-selected MDR subline cells KB-V1; AID 1347076, 2019; Potency, µM (titrated, usually from 46.1 µM), inactives show at the highest dose activity change, negative = cytotoxicity, hits mostly cytotoxic; KB-V1 MDR cells viability, CellTiter-Glo, 72 h; actives 3.4% (n = 400,000); further: on the % scale 0 is the no-effect control and ±100 the full control effect; nearly all actives have a fitted effect of over 60% in size
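Readout: CellTiter-Glo luminescence, 10 min after addition. Cells: KB-V1 MDR subline, 72 h at 37 degrees C with compound. Analysis: corrected, normalized data fitted to concentration-effect curves.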
GLP-1R agonist: qHTS of GLP-1 Receptor Agonists | Glucagon-like peptide 1 receptor (Homo sapiens), P43220 | HEK293 GLP-1R CRE-luciferase, luminescence, 4-6 h; cells express a hypersensitive GLP-1R form | Potency, µM (titrated, usually from 45.6 µM), without a hit: at the top dose activation, most hits filed as activators | actives 0.007% (n = 380,000) | AID 624172, 2012; further: % of control where 0% means no effect
Starred values were filed as active, the others as inactive; ? = inconclusive; . = no result given; [ ] = another dose, or the depositor's remark. The call rests on the fitted dose curve; in most records, active means well fitted curve in the direction sought with a large enough effect; inconclusive means small, poorly fitted or top-dose-only effect, or another doubt; inactive means no such curve, though single readings can be large; an effect the other way counts as inactive or inconclusive. Potency means the concentration at half of the fitted maximal effect.

Below each SMILES: TDP-43 yeast inh, GLP1R cytotox, GLP1R inv ag, KB-3-1 tox, HT1080 IDH1KD tx, HT1080NT lethal, SW480 rereplic, KB-V1 cytotox, GLP-1R agonist
#1 Cc1c(C(=O)Nc2ccc(S(=O)(=O)NCC3CCCO3)cc2)cccc1[N+](=O)[O-] (centres undefined)
    -8%, 4%, -25%, -25%, -2%, 0%, 10%, 11%, -11%
#2 COc1cc(C(=O)OC(C)C(=O)Nc2ccc3c(c2)OCO3)ccc1OCc1c(C)noc1C (centres undefined)
    -9%, 0%, 14%, 9%, -3%, -1%, 2%[9.22 µM], 0%, 2%
#3 COc1cc2cc(CNc3ccccc3)c(=O)n(CC(=O)Nc3ccc(C)c(Cl)c3)c2cc1OC
    -4%, 5%, 16%, 4%, ., ., ., -7%, 4%
#4 COc1cc2cc(C(=O)N3CCN(c4ccccc4OC)CC3)[nH]c2cc1OC
    -7%, 0%, -12%, -2%, 0%, 10%, -13%, 0%, 18%
#5 O=C(C[n+]1ccc2ccccc2c1)Nc1cc(C(F)(F)F)ccc1Cl
    2%, -2%[1.53 µM], ?, -5%, -19%, -5%, ?, -10%, -9%
#6 CC(C)CNc1nc(N)c([N+](=O)[O-])c(NCC2CCCO2)n1 (centres undefined)
    -26%, 8%, 14%, 2%, -12%, -2%, 2%, -20%, 28%
#7 CN(Cc1ccccc1)C(=O)c1[nH]cnc1C(=O)NCC(=O)OCc1ccccc1
    9%, ?, -2%, 9%, 7%, 2%, -3%, -10%, -1%
#8 CC(NC(=O)CCCN1C(=O)c2ccccc2C1=O)c1ccc2c(c1)CCCC2 (centres undefined)
    -8%, -5%, ?, 1%, -3%, -2%, -2%, -3%, 15%
#9 O=C(NN=Cc1ccccc1OC(F)F)c1ccc(NS(=O)(=O)c2cccs2)cc1
    7%, -6%, ?, -6%, ?, -21%, ?, 0%, 0%
#10 CCC(C)(C)NC(=O)C(c1ccc(C)o1)N(C(=O)c1csnn1)c1cccc(F)c1 (centres undefined)
    -2%, 1%, 0%, 17%, -9%, 0%, -1%, 16µM*, 2%

Continued.
Below each SMILES: TDP-43 yeast inh, GLP1R cytotox, GLP1R inv ag, KB-3-1 tox, HT1080 IDH1KD tx, HT1080NT lethal, SW480 rereplic, KB-V1 cytotox, GLP-1R agonist
#11 NC(=O)c1ccc(NCCc2cccs2)cc1
    3%, -4%, 29%, 0%, 0%, 12%, ., 0%, 6%
#12 CC(C)(C)NC(=O)c1ccc2c(c1)N(CC(=O)N1CCN(c3ccccc3F)CC1)C(=O)C(C)(C)O2
    17%, -28%, 0%, 17%, ?, -4%, 7%, -21%, 0%
#13 COc1ccc(CC(N)c2csc(Nc3cccc(OC)n3)n2)cc1 (centres undefined)
    15%, 1%, ?, 0%, -25%, 26µM*, ., ?, 3%
#14 Cc1ccc(C(=O)NCC(=O)NCC(c2cccs2)N2CCOCC2)cc1C (centres undefined)
    14%, 0%, -7%, -7%, 5%, 11%, -2%, -23%, 3%
#15 C[C@@H]1CN([C@@H](C)CO)S(=O)(=O)c2ccc(C#Cc3cccc(F)c3)cc2O[C@H]1CN(C)S(=O)(=O)c1cn(C)cn1
    ?, -6%, ?, ?, -4%, -24%, ., 9%, 15%
#16 Cc1cc(C)nc(SCC(=O)OCN2C(=O)c3ccccc3C2=O)n1
    24%, 8%, -17%, -3%, 16%, 9%, -5%, 0%, 6%
#17 O=C(Oc1ccccc1C(=S)N1CCOCC1)c1ccc([N+](=O)[O-])cc1[N+](=O)[O-]
    6%, -27%, -11%, 13%, -10%, 0%, ?, -1%, -1%
#18 CCOc1ccc(C(=O)/C=C/c2ccccc2C(F)(F)F)cc1
    4%, 2%, 7%, 2%, 3%, 14%, 1%, 14%, -6%
#19 CC(C)C(=O)N1CCN(c2ccccc2NC(=O)COc2ccccc2)CC1
    10%, 6%[7.66 µM], -14%[7.66 µM], -1%, 3%, -8%, 3%, ?, 2%
#20 Cc1ccc(S(=O)(=O)NCCC(=O)NCc2ccc3c(c2)OCO3)cc1C
    7%, -4%, -18%, 1%, 6%, 0%, -1%, -16%, 3%

Results in KB-V1 cytotox, TDP-43 yeast inh and GLP1R inv ag, for 2 of the compounds above:
no. | Compound | KB-V1 cytotox | TDP-43 yeast inh | GLP1R inv ag
16 | Cc1cc(C)nc(SCC(=O)OCN2C(=O)c3ccccc3C2=O)n1 | 0% | 24% | -17%
17 | O=C(Oc1ccccc1C(=S)N1CCOCC1)c1ccc([N+](=O)[O-])cc1[N+](=O)[O-] | -1% | 6% | -11%

Continuation:
Below each SMILES: TDP-43 yeast inh, GLP1R cytotox, GLP1R inv ag, KB-3-1 tox, HT1080 IDH1KD tx, HT1080NT lethal, SW480 rereplic, KB-V1 cytotox, GLP-1R agonist
#21 CN(Cc1c(F)cccc1Cl)C(=O)COC(=O)Cn1cnc2ccccc2c1=O
    ?, 0%, 9%, 4%, 5%, 1%, ., 0%, 2%
#22 CCN(CC(=O)NCc1ccc(F)cc1)CC(=O)Nc1ccc(Br)cc1F
    0%, -15%, ?, -11%, -12%, -12%, 6%, ?, 21%
#23 CC(C)CN1CCN(Cc2cccc3cccnc23)CC1CCO (centres undefined)
    -10%, -6%, 1%, -15%, 1%, -8%, 4%, -15%, -4%
#24 COC(=O)[C@@]1(Cc2ccc(OC)cc2)[C@H]2c3cc(C(=O)N4CCCC4)n(Cc4ccc(Cl)c(C(F)(F)F)c4)c3C[C@H]2CN1C(=O)c1ccccc1
    0%, 3%, ?, -13%, ?, -28%, ., ?, -5%
#25 Cc1cc(S(=O)(=O)Nc2ccc(C(=O)NCC(C)(C)N3CCOCC3)cc2)ccc1F
    13%, 5%, -6%, 1%, 1%, 11%, -7%, 21%, 6%
#26 Cc1ccc(N2CC(C(=O)O)CC2=O)cc1 (centres undefined)
    -29%, -3%, 3%, 6%, 3%, 15%, 0%, 0%, 0%
#27 O=C(NC(=S)N1CCCC1)c1ccc(Cl)cc1Cl
    -15%, ?, ?, -1%, -10%, -6%, ?, -9%, -4%
#28 CCOc1ccc(/C=C(\C#N)c2nc3ccccc3c(=O)[nH]2)cc1OC
    29%, 10%, 21%, 9%, ., ., ., -2%, .
#29 O=[N+]([O-])c1cnc2ccccc2c1
    8%, 21%, 6%, 1%, -4%, 2%, -139%[inhibitor], -9%, -1%
#30 Cc1ccccc1Cn1nnc(C(=O)Nc2cccc(C)c2C)c1N
    ?, -2%, ?, ?, -3%, -10%, 3%, 13µM*, 1%

Other structures:
Below each SMILES: TDP-43 yeast inh, GLP1R cytotox, GLP1R inv ag, KB-3-1 tox, HT1080 IDH1KD tx, HT1080NT lethal, SW480 rereplic, KB-V1 cytotox, GLP-1R agonist
#31 Cc1cc(C)n(CCc2nc3c4ccccc4nc(N4CCN(c5cccc(C)c5C)CC4)n3n2)n1
    6%, -9%, 6%, 18%, ., ., ., 5%, .
#32 O=C(Oc1ccc(OC(=O)N2CCOCC2)cc1)c1ccccc1
    2%, -21%, 1%, 9%, 1%, 0%, -2%, ?, 7%
#33 Nc1c(OS(=O)(=O)c2ccccc2)cccc1OS(=O)(=O)c1ccccc1
    ?, 7%, ?, -14%, -1%, -12%, ., ?, 25%
#34 CN(C1CCCCC1)S(=O)(=O)c1ccc2c(c1)c(=O)c(C(=O)NCCc1ccc(Cl)cc1)cn2C
    1%, 0%, 4%, ?, ., ., ., -13%, .
#35 CSc1ccc(S(=O)(=O)NCC(=O)OCCOc2ccccc2)cc1[N+](=O)[O-]
    -6%, -16%, -3%, 20%, 5%, 2%, 4%, 12%, 9%
#36 Cc1sc2ncnc(SCC(=O)Nc3nc(-c4ccc(F)c(F)c4)cs3)c2c1C
    ?, -2%, 12%, -12%, -3%, 0%, 3%, -17%, 2%
#37 CC(=O)N1c2ccc(S(=O)(=O)N3CCCCCC3)cc2CC1C(=O)NCc1ccccc1 (centres undefined)
    13%, -4%, 0%, 8%, ., ., ., 16%, .
#38 Cc1ccc(-n2cnc3cc(C(=O)NCc4ccccc4Cl)ccc32)c(C)c1
    ., 2%, ?, 1%, ., ., ., -5%, .
#39 O=C(Nc1ncn[nH]1)c1cc([N+](=O)[O-])ccc1Cl
    11%, 2%, 12%, 7%, 1%, -10%, 4%, -5%, -5%
#40 Cc1ccc2nc(NC(=O)c3cccs3)sc2c1
    -16%, -2%, ?, -14%, -27%, -17%, -2%, ?, -19%

Among those listed so far, six contain a nitro group on carbon:
Below each SMILES: TDP-43 yeast inh, GLP1R cytotox, GLP1R inv ag, KB-3-1 tox, HT1080 IDH1KD tx, HT1080NT lethal, SW480 rereplic, KB-V1 cytotox, GLP-1R agonist
#1 Cc1c(C(=O)Nc2ccc(S(=O)(=O)NCC3CCCO3)cc2)cccc1[N+](=O)[O-] (centres undefined)
    -8%, 4%, -25%, -25%, -2%, 0%, 10%, 11%, -11%
#6 CC(C)CNc1nc(N)c([N+](=O)[O-])c(NCC2CCCO2)n1 (centres undefined)
    -26%, 8%, 14%, 2%, -12%, -2%, 2%, -20%, 28%
#17 O=C(Oc1ccccc1C(=S)N1CCOCC1)c1ccc([N+](=O)[O-])cc1[N+](=O)[O-]
    6%, -27%, -11%, 13%, -10%, 0%, ?, -1%, -1%
#29 O=[N+]([O-])c1cnc2ccccc2c1
    8%, 21%, 6%, 1%, -4%, 2%, -139%[inhibitor], -9%, -1%
#35 CSc1ccc(S(=O)(=O)NCC(=O)OCCOc2ccccc2)cc1[N+](=O)[O-]
    -6%, -16%, -3%, 20%, 5%, 2%, 4%, 12%, 9%
#39 O=C(Nc1ncn[nH]1)c1cc([N+](=O)[O-])ccc1Cl
    11%, 2%, 12%, 7%, 1%, -10%, 4%, -5%, -5%

Source: PubChem BioAssay (National Center for Advancing Translational Sciences (NCATS))
